KCNK3 block – human KCNK3 channel inhibition, primary screen; B-score at 10 µM; AID 602410; CHO-KCNK3 thallium flux, FluxOR fluorescence; active compounds read low; 340,000 tested, 0.84% active; O14649;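 active = B-score under library mean minus 4 SD, starting fluorescence ratio at most library mean plus 5 SD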;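 also: more negative B-score means stronger inhibition of thallium flux through KCNK3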
Target sequence (O14649 whole entry, looked up): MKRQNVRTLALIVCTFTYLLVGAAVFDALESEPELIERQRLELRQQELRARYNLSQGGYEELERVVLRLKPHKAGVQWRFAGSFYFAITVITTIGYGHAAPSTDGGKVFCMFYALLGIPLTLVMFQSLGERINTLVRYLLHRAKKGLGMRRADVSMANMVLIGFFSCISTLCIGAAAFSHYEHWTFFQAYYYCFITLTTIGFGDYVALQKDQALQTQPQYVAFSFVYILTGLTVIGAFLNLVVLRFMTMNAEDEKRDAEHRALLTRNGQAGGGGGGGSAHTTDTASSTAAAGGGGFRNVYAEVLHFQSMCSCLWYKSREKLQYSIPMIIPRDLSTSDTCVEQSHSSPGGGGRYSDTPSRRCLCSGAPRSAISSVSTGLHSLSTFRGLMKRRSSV
ANO1 activ – activators or potentiators of mouse TMEM16A chloride channel | Q8BHY3 | HEK293 TMEM16A/YFP-H148Q/I152L, iodide quench fluorescence; active compounds read low | B-score at 10 µM | 340,000 tested, 0.3% active;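 active = fluorescence-ratio B-score plate-corrected deviation score at least 3 library SD below zero, with starting fluorescence score within 5 deviations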;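 also: channel opened by trigger with iodide after compound preincubation; score built on the fluorescence ratio of max minus min over baseline; more negative score means more quench and so TMEM16A activation or potentiation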
MrgX1 ag – human MrgX1 receptor agonism, primary screen; 310,000 tested, 0.44% active; B-score at 10 µM; AID 588627; MrgX1-HEK293 cells, Fluo-4 calcium fluorescence, agonist mode; active compounds read high;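 active = calcium response B-score plate-corrected fluorescence ratio at least 3 library SD, with starting fluorescence B-score inside 5 SD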
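Material – MrgX1-expressing HEK293 cells · Input – 15,000 cells seeded per well · Dosing – compound as first of three additions · Times – overnight seeding, then 1 h dark dye loading · Measured by – kinetic Fluo-4 NW fluorescence of intracellular calcium · Read-out – B-scored fluorescence response ratio · Benchmarks – positive and negative control wells on each plate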
MrgX1 PAM – allosterically activates human MrgX1 receptor signaling. Q96LB2. MrgX1-HEK293, Fluo-4 calcium flux, FDSS; active compounds read high. B-score at 10 µM. 310,000 tested, 0.63% active. AID 588675;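 active = plate-corrected calcium response at least 3 library SD above typical, normal starting fluorescence, not activating the receptor alone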;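 also: compound read alongside a low EC10 to EC30 dose of BAM8-22 agonist; peak minus trough fluorescence over baseline measured at the second addition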
KCNQ1 block – human KCNQ1 channel inhibition | P51787 | CHO-K1 KCNQ1, FluxOR thallium flux fluorescence; active compounds read high | B-score at 10 µM | 310,000 tested, 1.3% active | AID 2642;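 active = compounds whose thallium flux B-score, printed positive for inhibition, exceeds three library SD while starting fluorescence stays within three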;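 also: channel opened by potassium depolarization with thallium stimulus after 20 min compound exposure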
ANO1 block – inhibitors of mouse TMEM16A calcium-activated chloride channel; Q8BHY3; HEK293 TMEM16A/YFP iodide influx fluorescence, ionomycin; normalized B-score (activity score, 25-100; higher = stronger inhibition) at 10 µM; 310,000 tested, 1.2% active;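 active = ratio plate-corrected score three or more library SD toward inhibition, starting fluorescence score within five deviations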;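 also: score derived from kinetic fluorescence span divided by baseline fluorescence per well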
hERG rescue – shields human hERG channel from block by proarrhythmic agents | CHO-hERG, FluxOR thallium flux, dofetilide IC70 present | activation (rescue from dofetilide block), less the hit threshold, % at 10 µM | Q12809 | AID 1511 | 310,000 tested, 0.51% active;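 active = activation above the mean of controls blocked by dofetilide plus 5 SD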;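 also: thallium influx through hERG after potassium depolarization seen as dye fluorescence rise; in these data hits start at about 4.7%; inactives centre near -7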
RGS4 inh – inhibitors of human RGS4; HEK293 M3R/RGS4 inducible, Fluo-4 calcium flux; active compounds read high; triggered by carbachol at its EC20; 310,000 tested, 0.45% active; B-score at 10 µM;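 active = B-score, a plate-corrected calcium signal, over three deviations above library mean, with baseline fluorescence within five deviations of library mean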;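 also: RGS4 expression induced by doxycycline in cells with stable M3 receptor; B-score is computed from the integrated fluorescence ratio over baseline after carbachol; higher B-score means a larger calcium signal and so more RGS4 inhibition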
Target sequence (P49798 whole entry, looked up): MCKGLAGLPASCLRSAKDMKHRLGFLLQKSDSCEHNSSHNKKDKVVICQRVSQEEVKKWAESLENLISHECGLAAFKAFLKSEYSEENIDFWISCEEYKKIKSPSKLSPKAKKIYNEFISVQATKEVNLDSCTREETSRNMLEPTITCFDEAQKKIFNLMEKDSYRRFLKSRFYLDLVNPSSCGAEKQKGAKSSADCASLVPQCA
RGS4 act – potentiators or activators of RGS4; HEK293 M3R/inducible RGS4, carbachol calcium flux Fluo4; active compounds read low; B-score at 10 µM; 310,000 tested, 0.92% active; AID 463111;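 active = B-score of the integrated calcium signal more than 4 SD below the library mean, with starting fluorescence not abnormally high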;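 also: negative B-score means reduced calcium response which marks RGS4 activation or potentiation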
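System: HEK293 FlpIn-TREx cells, stable M3R, doxycycline-inducible RGS4. Timing: overnight RGS4 induction, 30 min dye load 37 °C, 20 min compound RT. Also added: carbachol, ECmax concentration. Measured by: Fluo4 fluorescence kinetic imaging of calcium. Evaluation: integrated calcium ratio converted to B score.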
KCNK9 block – inhibitors of human KCNK9 two-pore domain potassium channel. 310,000 tested, 1.2% active. AID 488922. B-score at 10 µM. HEK293 KCNK9, FluxOR thallium flux fluorescence; active compounds read low;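 active = ratio B-score over 3 SD below the library mean, with starting fluorescence within 5 SD of its mean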;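 also: negative B-score means less thallium flux so channel inhibition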
Target sequence (Q9NPC2 whole entry, looked up, the tested form may be a part): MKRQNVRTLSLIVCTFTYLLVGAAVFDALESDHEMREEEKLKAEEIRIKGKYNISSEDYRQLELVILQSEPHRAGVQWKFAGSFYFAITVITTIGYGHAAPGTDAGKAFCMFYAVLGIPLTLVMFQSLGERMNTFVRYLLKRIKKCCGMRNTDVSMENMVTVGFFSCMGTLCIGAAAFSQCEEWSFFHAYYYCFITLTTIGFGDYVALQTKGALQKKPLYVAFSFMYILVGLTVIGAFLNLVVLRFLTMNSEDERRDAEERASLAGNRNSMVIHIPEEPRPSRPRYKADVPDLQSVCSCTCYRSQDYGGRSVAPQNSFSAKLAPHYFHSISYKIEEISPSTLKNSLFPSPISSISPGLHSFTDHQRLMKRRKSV
KCNQ1 pot – potentiators or activators of human KCNQ1 potassium channel; CHO-K1 KCNQ1, thallium flux FluxOR fluorescence; active compounds read high; P51787; 310,000 tested, 0.35% active; B-score at 10 µM;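 active = fluorescence ratio B-score, a plate-corrected score, at least three library SD, with initial intensity B-score within 5 SD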
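Assay system: stable KCNQ1 CHO-K1 line; medium: assay buffer, equal DMSO in all wells; timing: 90 min dye loading and 20 min compound exposure, both at room temperature; technique: kinetic FluxOR thallium fluorescence, 10-s 1-Hz baseline, 110-s post-stimulus read; read-out basis: B score of baseline-normalized fluorescence ratio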
* = called active by the depositor; i = inactive; . = no result given.

Molecule	KCNK3 block	ANO1 activ	MrgX1 ag	MrgX1 PAM	KCNQ1 block	ANO1 block	hERG rescue	RGS4 inh	RGS4 act	KCNK9 block	KCNQ1 pot
CC(=O)N1CCCc2cc(S(=O)(=O)N3CCCC(C(=O)Nc4ccccc4C)C3)ccc21 (centres undefined)	i	i	i	i	i	i	-9	i	i	i	i
Cc1ccc(C2C(=O)N(C3CCCC3)CC(=O)N2CC2COc3ccccc3O2)cc1 (centres undefined)	i	i	i	i	i	i	-9	i	i	i	i
CCN(CC)c1nc(C(F)(F)F)nc2c1nnn2Cc1ccccc1	i	i	i	i	6*	i	-6	i	i	i	i
COc1ccccc1C(=O)NCCCNC(=O)c1cnccn1	i	i	i	i	i	i	-5	i	i	i	i
COc1cc(CCCN2CCNC[C@@H]2Cc2ccc(O)cc2)cc(OC)c1OC	i	i	i	i	i	i	-8	i	i	i	i
COc1ccc(C)cc1NC(=O)CN1C(=O)COc2ccc(S(=O)(=O)N3CCC(C)CC3)cc21	i	i	i	i	i	i	-2	i	i	i	i
Cc1cccc(OCc2nnc(SCC(=O)c3ccccc3)o2)c1	i	.	i	i	i	i	-6	i	i	i	i
CN1CCN(S(=O)(=O)c2ccc(N)cc2)CC1	i	i	i	i	i	i	0	i	i	i	i
COc1ccc(NC(=S)NC(=O)c2csnn2)cc1	i	i	i	i	i	i	16*	i	i	i	24*
CCCc1cc(Nc2c(C)n(C)n(-c3ccccc3)c2=O)n2c(nc3ccccc32)c1C#N	i	i	i	i	i	i	-15	i	i	i	i
COc1ccc(NC(=O)N(Cc2ccc(C)cc2)Cc2cccnc2)c(OC)c1	i	i	i	i	i	i	-8	i	i	i	i
O=c1[nH]c(/C=C/c2ccc(Br)cc2)nc2c1cnn2-c1ccccc1	.	.	i	i	i	i	-12	i	i	i	i
Cc1sc2nc(CC(N)=O)[nH]c(=O)c2c1-c1ccccc1	i	i	i	i	i	i	-7	i	i	i	i
Nc1nc(OCC(F)(F)F)cc(Oc2ccccc2F)n1	i	i	i	9.8*	i	i	-14	i	i	i	i
COc1ccc(OC)c(C2=NOC(C(=O)NCc3ccco3)C2)c1 (centres undefined)	i	i	i	i	i	i	-7	i	i	i	i
Cc1ccc(S(=O)(=O)N/N=C\c2cn(-c3ccccc3)nc2-c2ccccc2)cc1	i	i	i	i	i	i	-8	i	i	i	i
O=C(Nc1ncccn1)c1cc([N+](=O)[O-])cc([N+](=O)[O-])c1	i	i	i	i	i	i	-3	i	i	i	i
CCOc1ccccc1CN1CCN(S(C)(=O)=O)CC1	i	.	i	i	i	i	-8	i	i	i	i
O=C(CCN1CCC(c2ccccc2)C1)c1cccs1 (centres undefined)	i	i	44*	i	i	i	-14	i	i	i	i
Cc1cc(C(=O)N/N=C2\CC(=O)CC(C)(C)C2)n[nH]1	i	i	i	i	i	i	-13	i	i	i	i
CCN(CC)C(c1ccc(C)cc1)c1nnnn1C1CCCCC1 (centres undefined)	i	i	i	i	i	i	-5	i	i	i	i
CN(C)S(=O)(=O)c1cccc(NC(=O)c2ccc(COc3ccccc3)cc2)c1	i	i	i	i	i	25*	-28	i	-7.2*	i	i
CCOc1cc(C(=O)Nc2ccc(S(=O)(=O)N3CCOCC3)cc2)cc(OCC)c1OCC	i	i	i	i	i	i	-5	i	i	i	i
Cc1ccc(Cl)cc1N(C)C(=O)Cn1ncc2c([nH]c3ccccc32)c1=O	i	i	i	i	i	i	-11	i	i	i	i
CCC(CC)NC(=O)c1oc2ccccc2c1COc1ccccc1	i	i	i	i	i	i	-8	i	i	i	i
C[C@H](NC(=O)c1ccccc1)C(=O)N1CCC2(CC1)NCCc1[nH]cnc12	i	i	i	i	i	i	-5	i	i	i	i
CCOC(=O)CNc1nc(Oc2ccc(=O)n(C)n2)nc(N(CC)CC)n1	i	i	i	i	i	i	-5	i	i	i	i
CC(C)(C)c1cc(NS(=O)(=O)c2ccc3c(c2)OCCO3)on1	i	i	i	i	i	i	-19	i	i	i	i
CCC(NC(=O)c1ccccc1NC(=O)c1ccccc1)C(=O)O (centres undefined)	i	i	i	i	i	i	2	i	i	i	i
O=C(OCc1cc(=O)n2c(n1)sc1ccccc12)c1cccc(O)c1	i	i	i	i	i	i	-11	i	i	i	i
CCn1ccc(C(=O)NC2=C(C#N)CCC2)n1	i	i	i	i	i	i	-1	i	i	i	i
CCCSc1cc(N)cc([N+](=O)[O-])c1	i	i	i	i	i	i	-13	i	i	i	i
Cc1ccc(N=Nc2ccc(N)cc2C)c(S(N)(=O)=O)c1	i	i	i	i	i	i	-10	i	i	i	i
COc1ccccc1NC(=O)Cn1c(=O)oc2ccccc21	i	i	i	i	i	i	1	i	i	i	i
COc1cc(NC(=O)CN2C(=O)NC(c3ccccc3)(c3ccccc3)C2=O)c(C)cc1[N+](=O)[O-]	i	i	i	i	i	i	-5	i	i	i	i
CC(=NCCc1ccccc1)C1=C(O)CCC1=O	i	i	i	i	i	i	-2	i	i	i	i
CCOC(=O)c1c(NC(=O)C2CCCO2)sc(C(N)=O)c1C (centres undefined)	i	i	i	i	i	i	-5	i	i	i	i
Cc1ccc(-c2csc(NC(=O)C3=COCCO3)n2)cc1	i	i	i	i	i	i	-5	i	i	i	i
CC(C)CCc1c(O)nc(SCC(=O)N2CCCCCC2)[nH]c1=O	i	i	i	i	i	i	-3	i	i	i	i
COc1ccc(NS(=O)(=O)c2ccc(C)c(NC(=O)NC3CCCCC3)c2)cc1	i	i	i	i	i	i	-9	i	i	i	i
CC(=O)Nc1cccc(C(=O)NC2CCCc3c2cnn3-c2cc(C)cc(C)c2)c1 (centres undefined)	i	i	i	i	i	i	-13	i	i	i	i
CC1=CC(C)(C)N2C(=O)C3(NCCc4c3[nH]c3ccccc43)c3cccc1c32 (centres undefined)	i	i	i	i	i	i	0	i	i	i	i
Cc1[nH]c2ccccc2c1C1C(c2ccccc2)=NN=C(C(C)C)N1O (centres undefined)	i	i	i	i	i	i	-9	i	i	i	i
CC1(C)Cc2c(C#N)c(SCc3ccccc3)nc(N3CCOCC3)c2CO1	i	i	i	i	i	i	-7	i	i	i	i
COc1ccccc1CN1CC(C(=O)NCCN2CCNC2=O)CCC1=O (centres undefined)	i	i	i	i	i	i	-8	i	i	i	i
O=C(O)c1cccc(S(=O)(=O)N2CCc3ccccc3C2)c1	i	i	i	i	i	i	1	i	i	i	i
COc1ccc2c(CCNC(=O)CN3C(=O)c4ccccc4C3=O)c[nH]c2c1	i	i	i	i	i	i	-4	i	i	i	i
CCOC(=O)c1c(N)sc(C(=O)OCCOC)c1C	i	i	i	i	i	i	-3	i	i	i	i
CC(=O)c1cccc(NC(=O)N2C3CCC2CC(O)(c2cccnc2)C3)c1 (centres undefined)	i	i	i	i	i	i	-9	i	i	i	i
CC(C)N(C)Cc1nnnn1CC(=O)N(C)Cc1cccc(Cl)c1	i	i	i	i	i	i	-3	i	i	i	i

Continuation:
Molecule	KCNK3 block	ANO1 activ	MrgX1 ag	MrgX1 PAM	KCNQ1 block	ANO1 block	hERG rescue	RGS4 inh	RGS4 act	KCNK9 block	KCNQ1 pot
COc1ccc(-c2cc(C(=O)NC3CCCC3)c3ccccc3n2)cc1OC	i	i	i	i	i	i	-9	i	i	i	i
COc1cc(NC(=O)Cn2nc(C(F)(F)F)c(Br)c2C)cc([N+](=O)[O-])c1	i	i	i	i	i	i	-6	i	i	i	i
Cc1cc(C(=O)Nc2ccc(N3CCOCC3)c3nonc23)ccc1[N+](=O)[O-]	i	i	i	i	i	i	-4	i	i	i	i
CCOC(=O)c1cnc2c(OC)cccc2c1N1CCN(c2ccccc2OC)CC1	i	i	i	i	i	i	-14	i	i	i	i
CCOC(=O)N1CCC(NC(=O)c2cc(S(=O)(=O)NCCc3ccccc3)ccc2F)CC1	i	i	i	i	i	i	-5	i	i	i	i
Cc1cc(Cl)c(S(=O)(=O)Nc2cccc(O)c2)cc1OCC(N)=O	i	i	i	i	i	i	-9	i	i	i	i
CCCN(Cc1nnc(-c2ccccc2Cl)o1)C(=O)c1cc2ccccc2o1	i	i	i	i	i	i	-12	i	i	i	i
CCn1c(=O)c(C(=O)NCCCO)c(O)c2ccccc21	i	i	i	i	i	i	-11	i	i	i	i
O=C(Nc1ccc([N+](=O)[O-])cc1Br)c1cc2ccccc2nc1Cl	i	i	i	i	i	i	-15	i	i	i	i
CN(C)/C=N/c1ncn(-c2ncc(C(F)(F)F)cc2Cl)n1	i	i	i	i	i	i	-3	i	i	i	i
Nc1nc2ccc(Cc3ccncc3)cc2s1	i	i	i	i	i	i	-6	i	i	i	i
Cc1ccc(C)c(N2CCN(C(=O)c3nn(C)c4c3CS(=O)(=O)c3ccccc3-4)CC2)c1	i	i	i	i	i	i	-13	i	i	i	i
O=C(CSc1nc2ccccc2c(=O)n1Cc1ccco1)N1CCN(c2ccccc2)CC1	i	i	i	i	i	i	-22	i	i	i	i
CC1(C)CC(O)CC(C)(C)N1CC(O)COCc1ccccc1 (centres undefined)	i	i	i	i	i	i	-13	i	i	i	i
O=C(CCc1ccccc1)Nc1cccnc1Cl	i	i	i	i	i	i	-5	i	i	i	i
CCc1ccc2c(c1)C(c1ccc(N3CCOCC3)cc1)=NNC(c1ccncc1)=N2	i	i	i	i	i	i	-5	i	i	i	i
CN1CCc2c(sc3nc(NN)n(Cc4ccccc4)c(=O)c23)C1	i	i	i	i	i	i	-3	i	i	i	i
Cc1cc(N/N=C/c2ccccc2)nc(N)n1	i	i	i	i	i	i	-6	i	i	i	i
O=C(CNC(=S)N(Cc1ccccc1)Cc1ccccc1F)NCCc1ccccc1	i	i	i	i	i	i	-11	i	i	i	i

Rows were taken by chance; about 6.3% have a hit in one of these screens.
